High-throughput results (PubChem)
a7 integrin act: activators of alpha7 integrin expression for muscular dystrophy; alpha7betagal myoblasts, beta-gal FDG fluorescence, 48 h; AID 624291; Potency, µM (series often up to 38.3 µM), for inactives: at the top dose activation, most hits filed as activators; hit rate 0.064% among 350,000;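 note: potency is the fitted concentration of half-maximal effect; 100% = response of the positive control SU9516; nearly all actives have a fitted effect of over 60% in size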
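alpha7betagal+/- myoblasts (passage 13, 250/well) treated 48 h at 37C with compounds at 1:260 dilution of DMSO stock. Lysed, then beta-galactosidase activity read as FDG fluorescence (ex 480/em 540) after 30 min, with pre-read for autofluorescence.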
Eya2 inh: blocks the phosphatase activity of human Eya2 | O00167 | recombinant Eya2, OMFP fluorescence dephosphorylation (OMFP is methylfluorescein phosphate) | Potency, µM (doses to about 76.9 µM), for inactives: at the top dose activity, negative = inhibition, actives largely listed as inhibitors | AID 488837 | hit rate 0.006% among 330,000; note: potency is the fitted concentration of half-maximal effect; % is set by controls: 0 for no effect and ±100 for the full control effect
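Eya2 protein (added as 0.2 uM solution) was preincubated with compound for 10 min at ambient temperature in 50 mM HEPES pH 7.5, 50 mM NaCl, 5 uM MgCl2, 0.05% BSA, 1 mM DTT. OMFP (added at 50 uM) then reacted 10 min; fluorescence read at 485/525 nm.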
Tb PFK block: T. brucei PFK enzyme inhibition | Potency, µM (highest dose often 57.5 µM), for the others: top-dose activity, negative = inhibition, hits mostly inhibitors | O15648 | hit rate 0.17% among 330,000 | T. brucei PFK, ADP-Glo luminescence;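 note: potency is the fitted concentration of half-maximal effect; 0% = uninhibited 1x PFK enzyme wells and -100% = no-enzyme wells; nearly all actives have a fitted effect of over 60% in size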
Target sequence (O15648 whole entry, looked up): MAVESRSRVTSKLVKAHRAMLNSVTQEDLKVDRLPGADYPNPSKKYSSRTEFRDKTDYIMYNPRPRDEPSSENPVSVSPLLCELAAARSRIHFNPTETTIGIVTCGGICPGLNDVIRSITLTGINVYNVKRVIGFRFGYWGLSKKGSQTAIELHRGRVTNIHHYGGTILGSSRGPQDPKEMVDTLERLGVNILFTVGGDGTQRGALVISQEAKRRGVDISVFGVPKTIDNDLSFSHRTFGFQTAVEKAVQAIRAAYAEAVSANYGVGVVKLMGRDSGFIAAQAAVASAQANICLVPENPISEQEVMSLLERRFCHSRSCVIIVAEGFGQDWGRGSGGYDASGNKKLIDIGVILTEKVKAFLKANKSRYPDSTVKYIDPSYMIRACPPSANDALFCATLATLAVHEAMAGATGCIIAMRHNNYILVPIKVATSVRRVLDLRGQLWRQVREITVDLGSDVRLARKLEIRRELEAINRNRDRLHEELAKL
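1.25 nM PFK with 0.5 mM F6P and 0.1 mM ATP in 0.1 M TEA pH 8.0, 5 mM MgCl2, incubated 45 min at room temperature; ADP measured by ADP-Glo luminescence; compounds titrated up to 57 uM.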
Mito fusion yeast: mitochondrial division inhibition or fusion activation; AID 485298; hit rate 0.23% among 320,000; S. cerevisiae fusion-defective mutant growth rescue, CellTiterGlo 48 h; Potency, µM (top dose mostly 46.1 µM), without a hit: at the highest dose growth rescue (activation), actives largely listed as activators;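 note: potency is the fitted concentration of half-maximal effect; % of control where 0% means no effect; nearly all actives have a fitted effect of over 45% in size; temperature-sensitive fusion mutants such as fzo1-1 at 37 °C on non-fermentable ethanol glycerol medium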
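Luminescent cell viability in 1536-well qHTS format served as the measure of rescued growth in ts fusion-mutant S. cerevisiae cultured on non-fermentable YPEG for 48 hours at 37C.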
TCR activator: T cell receptor activation; primary human leukocytes, anti-CD3, IL-2 HTRF, 48 h; Potency, µM (titrated, usually from 9.22 µM), inactives show at the highest dose activation of IL-2 secretion, actives largely listed as activators; 330,000 tested, under 10 active; AID 504894; note: % of control where 0% means no effect
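IL-2 release read by HTRF sandwich (Eu cryptate donor, d2 acceptor, 665 nm emission) after 48 hr exposure of primary human leukocytes to compound together with anti-CD3 beads in the absence of co-stimulatory signals.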
ELG1 DNA repair: inhibitors of ELG1-dependent DNA repair in HEK293T cells; HEK293T ELG1-luciferase reporter, luminescence, 16 h; DNA damage induced by 5-fluorouridine; Potency, µM (series often up to 46.1 µM), inactives show at the highest dose activity change, negative = inhibition, actives largely listed as inhibitors; hit rate 2.3% among 330,000; AID 504467; note: potency is the fitted concentration of half-maximal effect; % is set by controls: 0 for no effect and ±100 for the full control effect; nearly all actives have a fitted effect of over 55% in size
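HEK293T cells expressing luciferase-tagged ELG1 (2,000/well) received 5-Fluorouridine plus compound or DMSO for 16 hr at 37 °C. Luciferase was read by ONE-Glo luminescence after 30 min at room temperature.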
A-T KAP1 phos: potential ataxia-telangiectasia treatment | […] A-T fibroblasts, KAP-1 phosphorylation AlphaLISA; neocarzinostatin DNA damage 30 min before lysis | Potency, µM (doses to about 57.5 µM), for the others: top-dose activation, usual class: activators | hit rate 0.19% among 320,000; note: potency is the fitted concentration of half-maximal effect; % of control where 0% means no effect; nearly all actives have a fitted effect of over 45% in size
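ATM-like activity read as KAP-1 phosphorylation via AlphaLISA donor/acceptor antibody pairs after lysis and 6 hr at 25C. Cells were ATM-null patient fibroblasts ([…], hTERT), dosed 60 min, then exposed to the DSB inducer NCS for 30 min.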
BCR signal inh: chronic active BCR signaling inhibition. Potency, µM (titrated, usually from 46.1 µM), for the others: top-dose ratio change, negative = lower green/red ratio, hits mostly inhibitors. ABC-DLBCL IkBa-CBG/CBR reporter, luminescence ratio, 4 h. hit rate 0.05% among 340,000; active = well fitted inhibition curve with a large enough effect in the signal ratio, with a control signal flat, not every such curve was filed as active; inconclusive = small, poorly fitted or top-dose-only effect, or effect the other way, or a change in a side signal; the % refers to the signal ratio;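 note: potency is the fitted concentration of half-maximal effect; plate controls were basal doxycycline-induced cells for no effect and cells given 10 µM MG132 for full effect; MG132 reads +100%, hits lower the ratio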
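TMD8 human ABC-DLBCL cells with doxycycline-inducible IκBα–green luciferase fusion and unfused red luciferase, in 0.5% FBS medium; compounds up to 46 uM, 4 h at 37C. Green/red luminescence ratio, filter-overlap corrected, fitted to concentration-response curves.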
TSHR antagonist: blocks TSH signaling through the human TSH receptor; TSHR-expressing cells, TSH-stimulated cAMP HTRF, 2 h; hits give low values; hit rate 0.2% among 330,000; activity change, negative = inhibition, % at 11.5 µM; P16473;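 active = activity change below a set negative limit, meaning inhibition stronger than a set level, cut at about -70% in these data; inconclusive = activity change between two set negative limits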; note: % is set by controls: 0 for no effect and ±100 for the full control effect
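Inhibition of cAMP made by TSHR-expressing cells under TSH stimulation (4nM final, EC80; 2 h, 37 deg C) is quantified with a one-step lysis HTRF kit, anti-cAMP cryptate versus cAMP-d2.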
ASM inhibitor: human S-ASM enzyme inhibition; Potency, µM (doses to about 57.5 µM), for inactives: top-dose activity change, negative = inhibition, hits mostly inhibitors; hit rate 0.006% among 340,000; placental ASM, HMU-PC fluorogenic substrate, 60 min; P17405; AID 504937; note: potency is the fitted concentration of half-maximal effect
Target sequence (P17405 47-631 limits assumed): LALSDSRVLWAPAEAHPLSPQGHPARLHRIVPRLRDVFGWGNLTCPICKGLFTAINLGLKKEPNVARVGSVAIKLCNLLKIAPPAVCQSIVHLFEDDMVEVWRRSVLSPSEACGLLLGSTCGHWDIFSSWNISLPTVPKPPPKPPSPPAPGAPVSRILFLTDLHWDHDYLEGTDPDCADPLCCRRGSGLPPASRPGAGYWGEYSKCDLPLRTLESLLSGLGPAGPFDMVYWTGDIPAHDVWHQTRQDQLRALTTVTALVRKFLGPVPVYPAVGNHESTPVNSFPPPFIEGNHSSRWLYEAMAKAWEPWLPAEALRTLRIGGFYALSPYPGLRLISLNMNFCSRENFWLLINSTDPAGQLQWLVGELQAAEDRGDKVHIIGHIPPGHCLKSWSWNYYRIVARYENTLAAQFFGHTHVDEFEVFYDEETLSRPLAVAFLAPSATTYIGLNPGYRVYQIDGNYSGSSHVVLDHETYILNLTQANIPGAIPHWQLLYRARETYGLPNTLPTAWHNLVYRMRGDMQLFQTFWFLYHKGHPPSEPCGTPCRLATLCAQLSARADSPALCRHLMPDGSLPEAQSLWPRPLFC
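Steps: dispense placental human ASM, pin compound, wait 10 min at room temperature, add HMU-PC0 substrate at 9 uM final, incubate 60 min at 37 °C, add stop solution raising pH to 10, read fluorescence.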
PTAP TSG101 blk: blocks PTAP/TSG101 interaction to inhibit HIV-1 budding | Fluorescence polarization, FITC-PTAP peptide / Tsg101 binding | Potency, µM (titrated, usually from 115 µM), without a hit: at the highest dose activity change, negative = inhibition, usual class: inhibitors | Q99816 | 340,000 tested, under 10 active | AID 493005; active = well fitted inhibition curve with a large enough effect in the main read-out, with a control signal flat, not every such curve was filed as active; inconclusive = small, poorly fitted or top-dose-only effect, or effect the other way, or a change in a side signal; inactive = no such curve, though single readings can be large or run the other way; note: potency is the fitted concentration of half-maximal effect; % of control where 0% means no effect
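Fluorescence anisotropy tracks displacement of a FITC-tagged PTAP peptide (50 nM) from the Tsg101 binding domain (10 uM), following a 20 min room-temperature incubation at pH 7.5.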
* marks the source's active call; other numbers are inactive results; ? = inconclusive; nt = no result given; [ ] = another dose, or the depositor's remark. Unless noted, calls come from the whole dose curve; as a rule, active = well fitted curve in the direction sought with a large enough effect; inconclusive = small, poorly fitted or top-dose-only effect, or another doubt; inactive = no such curve, though single readings can be large; an effect the other way counts as inactive or inconclusive. The order is random. Share with any hit: about 3.2%.

entry	smiles	a7 integrin act	Eya2 inh	Tb PFK block	Mito fusion yeast	TCR activator	ELG1 DNA repair
1	CC1CCCN(C(=O)Cn2c(=O)oc3ccccc32)C1 (centres undefined)	13%	-2%	3%	3%	nt	?
2	COc1cccc(C2CC(c3ccccc3OC)n3ncnc3N2)c1 (centres undefined)	-4%	-1%	6%	1%	-4%	-5%
3	Cc1cc(C)n(-c2cc(N3CCN(C(=O)c4ccc(C(C)(C)C)cc4)CC3)ccc2[N+](=O)[O-])n1	-14%	-7%	0%	4%	-21%	?
4	O=C(COC(=O)c1ccc(O)cc1)Nc1ccccc1[N+](=O)[O-]	22%	-10%	0%	8%	-1%	?
5	O=C(COC(=O)Cc1c[nH]c2ccccc12)NCCc1ccccc1	17%	-29%	4%	5%	-1%	29%
6	Cc1ccc2nsnc2c1NC(=O)c1cccc([N+](=O)[O-])c1	nt	-3%	0%	0%	6%[46.1 µM]	17%
7	Cc1ccc(C(=O)O)cc1NC(=S)NC(=O)c1ccc(COc2ccccc2)cc1	-1%	0%	-5%	7%	7%	22%
8	COc1ccc(CNC(=O)C(C)N(Cc2ccco2)C(=O)c2snc(C(N)=O)c2N)cc1 (centres undefined)	7%	-14%	1%	7%	-4%	0%
9	COc1cc(CNc2ccc(N3CCCC3)cc2)cc(Cl)c1OC	-8%	-5%	3%	2%	5%	13%
10	COc1ccc(C(=O)CCC(=O)N2CCN(c3ccc([N+](=O)[O-])cc3)CC2)cc1	-11%	0%	-6%	-1%	-7%	-3%
11	CCN(CC(=O)Nc1cccc(S(=O)(=O)N(C)c2ccccc2)c1)Cc1cccs1	-47%[inhibitor]	-8%	-2%	27%	-2%	?
12	CCc1cccc(C)c1NC(=O)C(c1ccc(O)cc1)N1CCC1=O (centres undefined)	-2%	2%	0%	-6%	3%	1%

entry	A-T KAP1 phos	BCR signal inh	TSHR antagonist	ASM inhibitor	PTAP TSG101 blk
1	2%	-4%	1	-1%	0%
2	18%	-13%	-20	3%	-2%
3	1%	4%	-12	-19%	-10%
4	0%	-3%	-10	0%	-5%
5	1%	1%	-9	0%	-7%
6	4%	?	1	nt	nt
7	9%	?	-25	-4%	0%
8	nt	0%	35	149%[activator]	-7%
9	-9%	?	-9	118%[activator]	0%
10	-4%	0%	10	-6%	-4%
11	-1%	3%	-8	3%	2%
12	6%	1%	-5	-1%	2%

(list continues)
entry	smiles	a7 integrin act	Eya2 inh	Tb PFK block	Mito fusion yeast	TCR activator	ELG1 DNA repair
13	CCOC(=O)[C@@H]1[C@H]2COc3ccccc3[C@H]2N2C(=O)N(c3ccc(Br)cc3)C(=O)[C@]12C	3%	12%	-1%	nt	5%	13%
14	Cc1cc(C)n(-c2nnc(SCC(=O)NC3CCCC3)c3ccccc23)n1	-39%	-3%	0%	-1%	1%[46.1 µM]	16µM*
15	FC(F)(F)c1cccc(-c2cc3ccccc3nc2N2CCCC2)c1	-4%	-18%	-2%	14%	6%	23%
16	COc1cccc(CN2CCN(Cc3ccccc3C(F)(F)F)CC2)c1	28%	?	-13%	-7%	5%	10%
17	NC(=O)CC(NC(=O)Cc1cccc2ccccc12)c1ccc(NC2CC3CCC2C3)c([N+](=O)[O-])c1 (centres undefined)	7%	0%	-1%	-4%	-1%	-14%
18	Cc1cccnc1NC(=O)c1ccco1	12%	-8%	-5%	2%	12%	0%
19	O=C(CN1C(=O)NC2(CCCC2)C1=O)Nc1cccc(C(F)(F)F)c1	19%	4%	2%	-1%	-16%	7%
20	O=C(NC(Cc1ccccc1)C(=O)N1CCCC(C(F)(F)F)C1)c1ccccc1 (centres undefined)	12%	3%	1%	7%	-1%	-10%
21	CCCCn1c(N)c(N(CCC(C)C)C(=O)C2CC(=O)N(Cc3ccc(C)cc3)C2)c(=O)[nH]c1=O (centres undefined)	12%	32%	-24%	9%	6%	-1%
22	CCCCN(C)CCNC(=O)c1cc2c(-c3cccc(OC)c3)nn(C)c2s1	-45%	-8%	1%	-9%	-1%	15%
23	S=C(Nc1ccccc1)Nc1ccc2cn[nH]c2c1	-18%	22%	-3%	4%	6%	25%
24	COc1cc(C(=O)O/N=C(\N)c2ccncc2)cc(OC)c1OC	2%	-28%	1%	0%	4%	9%

entry	A-T KAP1 phos	BCR signal inh	TSHR antagonist	ASM inhibitor	PTAP TSG101 blk
13	0%	2%	-10	-5%	-3%
14	-2%	-1%	0	-1%	-4%
15	?	?	5	286%[activator]	-6%
16	-5%	3%	-1	-2%	-5%
17	-11%	?	14	-13%	1%
18	-7%	-6%	-3	1%	-1%
19	6%	?	15	-3%	-9%
20	-1%	0%	-11	-1%	-3%
21	?	?	nt	0%	0%
22	-6%	?	-1	-3%	-8%
23	9%	?	24	3%	5%
24	6%	8%	-5	4%	-5%

Carrying on.
entry	smiles	a7 integrin act	Eya2 inh	Tb PFK block	Mito fusion yeast	TCR activator	ELG1 DNA repair
25	O=C(COC(=O)c1ccc(Br)o1)Nc1ccc(S(=O)(=O)N2CCCC2)cc1	4%	6%	0%	-2%	3%	-6%
26	CS(=O)(=O)c1cccc(C(=O)Nc2ccccc2Cc2ccccc2)c1	7%	2%	0%	-5%	0%	9%
27	O=C(NCc1ccccn1)C1CCN(S(=O)(=O)c2ccccc2)CC1	15%	3%	-2%	3%	-6%	2%
28	COc1ccc(NC2=NCC(Cc3ccc(Br)cc3)S2)cc1 (centres undefined)	-42%	-8%	-14%	17%	1%[46.1 µM]	?
29	CCCn1c(N)c(C(=O)CSc2nc(C)cs2)c(=O)n(C)c1=O	-10%	13%	-1%	-1%	-2%	?
30	O=C(C1CC2CCC1C2)N1CCN(Cc2ccc3c(c2)OCO3)CC1 (centres undefined)	-14%	7%	0%	3%	10%	-23%
31	CC(=O)Nc1ccc(NC(=O)C2CC(=O)N(c3ccccc3Cl)C2)cc1 (centres undefined)	?	-4%	3%	-22%	-2%	-10%
32	CCc1ccc(N(CC(=O)NCc2ccc3c(c2)OCO3)C(=O)c2csnn2)cc1	10%	-12%	-7%	7%	3%	0%
33	O=C(Nc1cccnc1)Nc1cccc(F)c1	0%	-4%	1%	-1%	nt	?
34	Cc1c(C(=O)O)oc2ccc(S(=O)(=O)NCc3ccc(F)cc3)cc12	-13%	25%	0%	5%	-1%	7%
35	COc1ccc(CN2CCN(CC3CC3)CC2CCO)cc1C (centres undefined)	-8%	0%	-1%	1%	nt	5%

entry	A-T KAP1 phos	BCR signal inh	TSHR antagonist	ASM inhibitor	PTAP TSG101 blk
25	-2%	4%	3	2%	-1%
26	3%	-6%	4	-3%	-2%
27	0%	-1%	-2	3%	-9%
28	11%	?	-11	-1%	4%
29	7%	?	-10	4%	-3%
30	3%	-15%	0	-1%	-2%
31	3%	15%	-34	2%	2%
32	-5%	-4%	9	0%	-2%
33	-1%	5%	-1	2%	0%
34	2%	7%	15	5%	-7%
35	5%	-4%	-4	4%	5%

Part of the list above, limited to Mito fusion yeast.
cpd	canonical_smiles	Mito fusion yeast
30	O=C(C1CC2CCC1C2)N1CCN(Cc2ccc3c(c2)OCO3)CC1 (centres undefined)	3%
31	CC(=O)Nc1ccc(NC(=O)C2CC(=O)N(c3ccccc3Cl)C2)cc1 (centres undefined)	-22%
32	CCc1ccc(N(CC(=O)NCc2ccc3c(c2)OCO3)C(=O)c2csnn2)cc1	7%
33	O=C(Nc1cccnc1)Nc1cccc(F)c1	-1%
